AID2073 = disruptors of CaV2.2 binding to Mint1 – biochemical, HTRF (AID 2073) | HTRF protein-protein interaction, Mint1-CaV2.2; higher % means a stronger effect | inhibition, % at 20 µM, or IC50 in µM where a hit was titrated | 290,000 tested, 0.19% active; in the data active = inhibition mostly above about 51%, no sharp cut-off; note: some results filed as inactive read as strong as hits
Dynein transport = blocks dynein driven cargo transport along microtubules; 3617.4 mouse cells, GR-EGFP nuclear translocation imaging; test concentration mostly 20 µM; stimulated with dexamethasone, 1 µM; active compounds read low; z-score, hits read low; 220,000 tested, 0.47% active; AID 1381;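 active = plate z-score of nuclear minus cytoplasmic receptor signal below a set negative limit, without overly bright fluorescence or cell loss, cut at about -3.5 in these data, passing the limit was not always enough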;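 note: z-score of nuclear minus cytoplasmic ring GR-EGFP intensity difference per well; some compounds called inactive have numbers as strong as hits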
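Also added: dexamethasone, 1.0 µM final. Medium: tet-free, stripped-serum medium. Detection: fixed, Hoechst-stained cells imaged at 10x for EGFP. Read-out: nuclear-to-cytoplasmic GR-EGFP distribution per well. Times: induction 48 h, compound 1 h, agonist 30 min.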
HIV peptide binding = cell-free HIV fusion peptide-binding blockers – biochemical, uHTS, fluorescence dequenching, primary screen (AID 1986); cell-free peptide binding, fluorescence dequenching, 30 min; higher % means a stronger effect; inhibition, % at 20 µM; hits with a dose series show IC50 in µM; 290,000 tested, 0.3% active; in the data active = inhibition mostly above about 52%, no sharp cut-off; inactive = mostly below about 76%; note: some results filed as inactive read as strong as hits
Yfh1-off respiration = enhancers of respiration in Yfh1-depleted yeast, dose response, Friedreich's ataxia, plus single-dose screen (AID 1465); S. cerevisiae Yfh1-off respiration, WST-1 reduction, 72 h; higher fold induction means a stronger effect; fold induction at 50 µM; hits with a dose series show EC50 in µM; 220,000 tested, 0.074% active;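 active = fold induction of absorbance versus untreated yeast above a set limit, then at least 30% activation at any dose in follow-up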;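 note: activators that raise dye reduction in frataxin-depleted yeast; strong numbers were not always called active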
Ins promoter up = MIN6 insulin promoter up-regulation; MIN6 insulin promoter-GFP reporter, high-content imaging; active compounds read high; z-score at 5 µM; 190,000 tested, 0.3% active; AID 1625;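 active = z-score above 3 at 5 µM with at least 500 cells counted in the well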
b-catenin transl = beta-catenin nuclear translocation modulation | 190,000 tested, 0.3% active | HeLa beta-catenin nuclear translocation, immunofluorescence imaging | nuclear translocation activity, % at 5 µM;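 active = nuclear translocation activity above 50% at 5 µM, with a well cell count of 50 or more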;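 note: per-cell ratio of nuclear to cytoplasmic median beta-catenin stain intensity; plate controls were DMSO negative control for no effect and GSK-3 inhibitor IX positive control for full effect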
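System: Human HeLa cells, endogenous beta-catenin | Compound dosing: 5 µM primary, 0.02–20 µM confirmation | Timing: 24 h compound exposure at 37°C, 5% CO2 | Measured by: Fluorescence imaging of beta-catenin antibody stain plus DAPI | Read-out basis: % activation of per-cell nuclear versus cytoplasmic median beta-catenin signal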
MT stabilizer = microtubule stabilization, imaging screen; HeLa tubulin immunostaining HCS, 24 h; share of cells brighter than vehicle mean+2SD; % tubulin-high responders, % at 10 µM; 200,000 tested, 0.83% active; AID 2205;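 active = plate Z-score above 3 for both tubulin-high and condensed-nucleus cell shares, with cell loss under 80%, at 10 µM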;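 note: anti alpha tubulin signal scored within the nucleus-defined area of each cell; some results filed as inactive read as strong as hits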
WT yeast gro inh = growth inhibition of WT yeast, mitochondrial fusion screen. mitochondrial fusion phenotypic screen, WT strain. inhibition, % at 10 µM. 190,000 tested, 2.1% active. AID 1362; in the data active = inhibition above about 58%; tested in S. cerevisiae
Autophagy mod = alters autophagy in cells | MEF GFP-LC3 puncta imaging; test concentration mostly 10 µM | calls only at 10 µM (by protocol) | 190,000 tested, 0.98% active;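 active = percentage of spot-positive cells more than 3 SD above its plate mean, without a fluorescence outlier flag or 80% toxicity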;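 note: spot-positive cell cutoff set from DMSO-treated cells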
WT yeast gro inh mutant strain = recorded beside WT yeast gro inh, whose call it bears; inhibition, %; mitochondrial fusion phenotypic screen, mutant strain inhibition
Dynein transport cytoplasmic EGFP = also measured in Dynein transport; calls as there; z-score; measured here: cytoplasmic GR-EGFP intensity; active compounds read high
Dynein transport nuclear GR-EGFP = second read-out of Dynein transport, no call of its own (marks repeat the call); z-score; measured here: nuclear GR-EGFP intensity;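 lower value marks the stronger effect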
Dynein transport cell count = also measured in Dynein transport; calls as there; z-score; measured here: cell count per field
Ins promoter up cell count = second read-out of Ins promoter up, no call of its own (marks repeat the call); cell count; measured here: cytotoxicity, nuclei count;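 total cells summed across four imaged fields per well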
b-catenin transl cell count 5 µM = also measured in b-catenin transl; calls as there; cell count; measured here: cell count, cytotoxicity flag
MT stabilizer Hoechst-high % = also measured in MT stabilizer; calls as there; % Hoechst-high responders; measured here: nuclear condensation Hoechst responders;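 share of cells brighter than vehicle mean plus two SD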
MT stabilizer cytotoxicity % = also measured in MT stabilizer; calls as there; toxicity, %; measured here: cytotoxicity by cell density;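 0% = mean cell density of plate MIN control wells and 100% = no cells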
Autophagy mod cell loss 18 h = further read-out of Autophagy mod, marked with its call; toxicity, %; measured here: cell loss, nuclei count;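 cell loss after 18 h compound exposure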
* hit, by the source's call; i = inactive; x = not tested or not shown.

SMILES	AID2073	Dynein transport	Dynein transport cytoplasmic EGFP	Dynein transport nuclear GR-EGFP	Dynein transport cell count	HIV peptide binding	Yfh1-off respiration	Ins promoter up	Ins promoter up cell count	b-catenin transl	b-catenin transl cell count 5 µM	MT stabilizer	MT stabilizer Hoechst-high %	MT stabilizer cytotoxicity %	WT yeast gro inh	WT yeast gro inh mutant strain	Autophagy mod	Autophagy mod cell loss 18 h
Cc1ccc(/C=C2\SC(=S)N(CCC(=O)NNC(=O)c3cccnc3)C2=O)cc1	43.6%	-0.621	-0.176	-0.423	-0.216	5.2%	i	-0.14	1418	1.5	1135	5.8	0.9	13.6	1.0	-2.2	i	-9.6
Cc1cccc(NC(=O)CSc2nnc(CNC(=O)c3cccs3)o2)c1C	4.7%	1.46	-0.244	0.651	0.302	-0.3%	i	0	1290	1.3	1089	2.9	2.2	14.2	-42.7	-8.1	i	-12.6
Cn1nc(C(=O)NC2=NCCS2)ccc1=O	0.5%	0.421	-0.0995	0.304	0.0731	5.8%	i	x	x	-10.3	1196	2.8	2.2	4.7	x	x	i	-5.5
COc1cc(C)c(C(C)C)cc1S(=O)(=O)NCCCn1ccnc1	-1.5%	-0.745	-0.255	-0.137	0.325	-2.9%	i	-1.73	1093	-10.3	984	3.6	3.2	10.2	9.1	12.3	i	-12.1
COc1cccc(C(=O)Nc2c[nH]c(=O)[nH]c2=O)c1	-14.2%	-1.09	-0.228	-0.174	0.578	-0.2%	i	-0.33	1171	2.4	1212	x	x	x	x	x	x	x
Cc1cc(NC(=O)CSc2ncnc3sc(C)c(C)c23)no1	37.4%	-0.951	-0.261	-0.197	0.951	1.9%	i	-0.27	1403	1.6	1080	4.5	2.8	10.2	-5.3	16.0	i	1.8
O=C(CSc1ccsc1[N+](=O)[O-])N1CCCCC1	-9.3%	-0.276	-0.27	-0.154	0.394	-1.7%	i	0.61	1136	-0.8	1138	3.8	3.2	4.8	-7.0	-4.4	i	2.1
O=C(NCc1ccco1)c1cccc(S(=O)(=O)N2CCOCC2)c1	-2.5%	-0.564	-0.134	0.181	-0.141	-0.2%	i	1.95	1219	1.8	892	2.5	2.9	9.3	-4.8	-5.8	i	0.3
CCOC(=O)c1c(NC(=O)CC)sc(C(=O)N2CCCCC2)c1C	-0.1%	2.43	-0.256	1.11	-1.25	0.7%	i	-0.09	1008	x	x	1.9	1.4	5.9	0.5	-20.6	i	2.6
Cc1csc(NC(=O)c2ccc(Cl)cc2[N+](=O)[O-])n1	3.3%	-0.779	-0.263	-0.37	0.527	-0.5%	i	0.17	964	1.3	1061	3.5	3.4	5.3	-5.7	7.9	i	1.9
CCOC(=O)N1CCC(N2CCCC(C(=O)c3ccccc3OC)C2)CC1 (stereo not drawn)	-2.3%	-0.79	-0.121	-0.242	0.774	-1.1%	i	-0.26	1347	1.4	920	2.1	2.2	4.7	-4.9	9.7	i	18.1
COc1ccc(C(=O)Nc2ccc(S(=O)(=O)Nc3nccnc3OC)cc2)cc1OC	0.6%	-0.454	-0.19	0.138	0.307	-0.4%	x	-3.5	587	-0.7	999	3.2	0.2	17.4	9.9	-7.0	i	0.5
Nc1ccc(-c2cc(-c3ccc(N)cc3)nc(-c3ccccc3)n2)cc1	15.9%	-0.129	-0.263	0.0567	0.872	0.0%	i	0.46	991	-4.9	480	4.2	2.4	2.7	0.2	-10.1	i	4.6
O=C(NC(=S)NC(c1ccccc1)c1ccncc1)c1ccccc1 (stereo not drawn)	-11.0%	0.69	0.0958	0.531	-0.721	-1.1%	i	0.33	1461	-1.8	991	3.2	2.8	3.5	27.4	1.6	i	30.6
CCOCc1cc(C)[nH]c(=O)c1C#N	6.2%	-0.752	-0.334	-0.529	0.894	-1.2%	x	0.94	1452	2.7	1406	3.8	2.4	1.1	7.0	12.0	i	6.7
O=C(Nn1cnnc1)c1cc2cc(Br)ccc2oc1=O	-4.9%	-0.476	-0.179	0.277	-1.04	2.9%	i	-0.29	1216	1.6	1024	1.7	1.6	4.3	-3.6	-1.4	i	-3.5
O=C1/C(=C/c2ccccn2)SC(=S)N1c1ccc(O)cc1	1.9%	-0.526	-0.25	-0.358	0.228	-2.3%	i	-0.17	856	0.2	1325	x	x	x	x	x	x	x
O=C(Cc1ccccc1)NNC(=O)C1CCCC1	-3.3%	0.00315	-0.208	-0.316	0.372	-1.3%	i	0.81	1254	-3.7	1129	2.8	3.0	5.7	-2.5	-18.0	i	-12.8
CCOc1ccccc1NC(=S)N1CCN(c2nc(-c3ccc(F)cc3)cs2)CC1	-7.8%	-1.03	-0.237	-0.532	0.849	1.1%	i	-1.87	1334	-0.1	1538	1.7	1.9	7.5	24.8	25.3	i	-33.9
O=[N+]([O-])c1ccc(Sc2cc[n+]([O-])c3ccccc23)c([N+](=O)[O-])c1	6.0%	-2.71	-0.0165	-1.3	1.01	-2.2%	i	-0.16	998	-0.5	1275	x	x	x	x	x	x	x
CCn1c(NCc2ccccn2)nc2c1c(=O)n(C)c(=O)n2C	13.4%	-0.769	-0.28	-0.228	0.238	2.3%	i	x	x	-2.6	1227	2.6	1.7	5.7	-2.6	-13.9	i	2.1
Cc1csc(NC(=O)C2CCN(S(=O)(=O)c3cccs3)CC2)n1	1.4%	0.923	2.28	1.1	-0.63	-1.3%	i	-1.71	1626	-2.6	1095	3.9	2.7	9.9	-1.5	-26.2	i	-9.2
CC(=O)OCC(=O)Nc1ccc(Br)c(C)c1	23.4%	-0.325	-0.306	-0.175	-0.168	0.0%	i	0.33	1071	5.7	1034	1.8	1.0	4.6	10.2	1.4	i	6.6
CCc1nnc(NC(=O)C2Cc3ccccc3C(=O)O2)s1 (stereo not drawn)	-0.7%	0.451	-0.256	0.482	0.066	-3.6%	i	0.53	923	x	x	4.4	3.9	5.4	4.3	0.0	i	-6.3
CCOC(=O)c1cnc(N2CCOCC2)[nH]c1=O	-6.7%	-0.466	-0.302	-0.111	0.422	-0.5%	i	0.58	1181	-7.0	986	6.3	3.8	9.7	10.4	-4.9	i	-5.3
O=C(CSc1nc2ccc(Cl)cc2[nH]1)c1ccc2c(c1)OCO2	-13.6%	-0.456	-0.212	0.19	1.45	-0.8%	i	-0.03	1267	-0.8	715	2.0	2.1	8.1	12.6	11.2	i	10.0
Cc1nnc(SCC(=O)NCCN2C(=O)CSC2=O)n1-c1ccccc1	-8.6%	-0.099	-0.349	0.185	0.485	0.5%	i	-0.31	1333	0.5	1070	2.9	1.4	22.4	10.9	-12.1	i	8.2
c1ccc(CNC23CC4CC(CC(C4)C2)C3)nc1	-1.9%	-0.756	-0.214	-0.77	6.85	0.7%	i	-0.1	1278	-1.1	1078	2.7	2.7	3.6	-5.8	4.3	i	22.0
Cc1cccc(OCC(O)CN2CCN(CCN3C(=O)c4cccc5cccc(c45)C3=O)CC2)c1C (stereo not drawn)	3.8%	-0.0279	-0.279	-0.022	0.572	-2.8%	i	-1.13	1418	-0.2	980	3.0	2.4	5.2	64.5*	57.3*	i	5.3
COC(=O)c1ccc(N)c(N=CC2=C(O)CC(C)(C)CC2=O)c1	6.0%	-0.261	-0.306	-0.492	0.587	26.4%	i	-0.3	1243	-0.8	546	2.0	3.7	8.8	10.0	-28.0	i	1.5
Cc1c(C(=O)O)sc2nc(SCC(=O)Nc3ccc(S(=O)(=O)NC(C)(C)C)cc3)[nH]c(=O)c12	-2.2%	0.0399	-0.358	-0.357	-0.465	20.0%	i	1.16	1200	-2.7	1093	1.3	2.0	4.6	-11.8	3.9	i	-1.9
N#Cc1ccccc1NC(=O)c1ccccc1OCC(=O)NCc1ccco1	-1.9%	0.0288	-0.237	-0.184	-0.0892	1.4%	i	0.62	1399	x	x	3.3	2.2	5.2	2.2	3.9	i	-5.9

4 compounds picked at random from the list so far:
SMILES	AID2073	Dynein transport	Dynein transport cytoplasmic EGFP	Dynein transport nuclear GR-EGFP	Dynein transport cell count	HIV peptide binding	Yfh1-off respiration	Ins promoter up	Ins promoter up cell count	b-catenin transl	b-catenin transl cell count 5 µM	MT stabilizer	MT stabilizer Hoechst-high %	MT stabilizer cytotoxicity %	WT yeast gro inh	WT yeast gro inh mutant strain	Autophagy mod	Autophagy mod cell loss 18 h
CCn1c(NCc2ccccn2)nc2c1c(=O)n(C)c(=O)n2C	13.4%	-0.769	-0.28	-0.228	0.238	2.3%	i	x	x	-2.6	1227	2.6	1.7	5.7	-2.6	-13.9	i	2.1
Cc1cccc(OCC(O)CN2CCN(CCN3C(=O)c4cccc5cccc(c45)C3=O)CC2)c1C (stereo not drawn)	3.8%	-0.0279	-0.279	-0.022	0.572	-2.8%	i	-1.13	1418	-0.2	980	3.0	2.4	5.2	64.5*	57.3*	i	5.3
N#Cc1ccccc1NC(=O)c1ccccc1OCC(=O)NCc1ccco1	-1.9%	0.0288	-0.237	-0.184	-0.0892	1.4%	i	0.62	1399	x	x	3.3	2.2	5.2	2.2	3.9	i	-5.9
CCc1nnc(NC(=O)C2Cc3ccccc3C(=O)O2)s1 (stereo not drawn)	-0.7%	0.451	-0.256	0.482	0.066	-3.6%	i	0.53	923	x	x	4.4	3.9	5.4	4.3	0.0	i	-6.3

Bioassay records deposited in PubChem BioAssay by several laboratories.
